Screens as filed in PubChem.
hIAP inh = blocks human intestinal alkaline phosphatase. AID 2544. actives 0.12% (n = 330,000). P09923. purified IAP, CDP-Star luminescence, 30 min. inhibition, % at 10 µM;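 active = inhibition reaching a set limit with compound at 10 µM in the primary screen, cut at about 35% in these data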;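 also: plate controls were DMSO wells with enzyme for no effect and no-enzyme buffer wells for full effect; values of inactives mirror those of a sister screen read the other way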
Target sequence (P09923 whole entry, looked up): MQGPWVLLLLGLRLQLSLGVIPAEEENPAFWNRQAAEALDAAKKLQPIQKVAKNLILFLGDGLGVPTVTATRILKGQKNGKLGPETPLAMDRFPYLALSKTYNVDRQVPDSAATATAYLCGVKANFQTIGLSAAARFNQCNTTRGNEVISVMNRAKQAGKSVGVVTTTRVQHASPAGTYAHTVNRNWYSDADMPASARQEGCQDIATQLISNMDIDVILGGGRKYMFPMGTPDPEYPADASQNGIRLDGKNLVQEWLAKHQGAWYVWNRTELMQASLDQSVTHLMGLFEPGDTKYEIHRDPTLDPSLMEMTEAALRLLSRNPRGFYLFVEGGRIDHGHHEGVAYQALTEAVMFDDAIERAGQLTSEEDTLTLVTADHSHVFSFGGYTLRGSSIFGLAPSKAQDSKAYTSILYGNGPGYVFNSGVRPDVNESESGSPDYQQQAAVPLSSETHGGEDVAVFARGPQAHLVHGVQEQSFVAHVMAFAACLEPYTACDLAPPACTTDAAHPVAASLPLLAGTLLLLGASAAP
tim10-1 inh = tim10-1 yeast growth inhibition. actives 2.2% (n = 330,000). S. cerevisiae tim10-1 ts strain growth, BacTiter-Glo, 24 h. inhibition, % at 20 µM. AID 463190;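 active = inhibition of at least 40%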;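 also: mutant grown at 25 °C; 0% = DMSO wells with yeast and 100% = wells holding no yeast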
APOBEC3A inh = inhibitors of human APOBEC3A DNA deaminase. inhibition, % at 20 µM. AID 493011. recombinant A3A, FAM/TAMRA ssDNA deamination fluorescence. P31941. actives 0.41% (n = 330,000);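 active = at least 40% inhibition at 20 µM here, with at most 30% in a related deaminase screen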;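 also: plate controls were A3A with DMSO for no effect and wells lacking A3A enzyme for full effect; some results filed as inactive read as strong as hits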
Target sequence (P31941 whole entry, looked up): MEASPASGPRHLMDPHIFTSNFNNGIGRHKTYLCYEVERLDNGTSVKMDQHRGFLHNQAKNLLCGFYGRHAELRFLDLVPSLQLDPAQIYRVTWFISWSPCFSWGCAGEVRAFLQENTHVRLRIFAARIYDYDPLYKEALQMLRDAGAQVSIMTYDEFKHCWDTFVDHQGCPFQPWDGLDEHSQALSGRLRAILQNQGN
APOBEC3G inh = blocks human APOBEC3G single-stranded DNA deamination | AID 493012 | inhibition, % at 20 µM | actives 0.28% (n = 330,000) | recombinant A3G, ssDNA deamination FAM/TAMRA fluorescence;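 active = inhibition of at least 40% at 20 µM, with no more than 30% in the related APOBEC3A deaminase screen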;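 also: plate controls were DMSO wells with A3G for no effect and wells lacking A3G enzyme for full effect; some compounds called inactive have numbers as strong as hits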
Target sequence (Q9HC16 whole entry, looked up): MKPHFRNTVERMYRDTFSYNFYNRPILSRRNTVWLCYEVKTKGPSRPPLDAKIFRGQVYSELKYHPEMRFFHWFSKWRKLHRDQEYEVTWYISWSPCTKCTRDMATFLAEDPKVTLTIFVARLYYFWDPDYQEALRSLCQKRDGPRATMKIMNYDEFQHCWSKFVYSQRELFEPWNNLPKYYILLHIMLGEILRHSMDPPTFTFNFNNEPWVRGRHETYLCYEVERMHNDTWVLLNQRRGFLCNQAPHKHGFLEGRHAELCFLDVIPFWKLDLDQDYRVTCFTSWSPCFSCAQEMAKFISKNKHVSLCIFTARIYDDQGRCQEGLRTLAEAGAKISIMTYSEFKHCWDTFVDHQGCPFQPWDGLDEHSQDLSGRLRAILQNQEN
mIAP block = mouse IAP inhibition; actives 0.2% (n = 330,000); inhibition, % at 10 µM; purified mouse IAP, CDP-Star luminescence, 30 min;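 active = inhibition of at least 40% at 10 µM in the primary screen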;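 also: plate controls were DMSO with enzyme for no effect and no enzyme wells for full effect; values of inactives mirror those of a sister screen read the other way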
NLRP3 yeast inh = blocks the NALP3 inflammasome reconstituted in yeast; AID 2825; inhibition, % at 10 µM; Yeast reconstituted NLRP3/ASC/caspase-1, beta-gal luminescence, 24 h; actives 0.39% (n = 330,000);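 active = inhibition of 50% or more; inactive = inhibition below 50%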;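 also: plate controls were induced DMSO wells for no effect and uninduced yeast grown without galactose for full effect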
TIM10 inh = growth inhibitors of TIM10 yeast strain. inhibition, % at 10 µM. actives 1.4% (n = 330,000). S. cerevisiae TIM10 strain growth, BacTiter-Glo luminescence, 24 h;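 active = inhibition of 40% or more at the single tested concentration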;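 also: wild-type TIM10 isogenic control strain grown at permissive 25 °C; 0% = DMSO yeast wells and 100% = minimal medium wells without yeast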
mIAP act = increases mouse intestinal alkaline phosphatase activity | actives 0.24% (n = 330,000) | AID 2805 | muIAP, CDP-Star luminescence, 30 min; active compounds read high; 1 = vehicle-only enzyme signal, 0 = enzyme-free wells | activation factor at 10 µM;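 active = activation factor of at least 2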; also: the source names both 10 and 20 µM as test concentration; values of inactives mirror those of a sister screen read the other way
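System: Mouse IAP enzyme | Also added: CDP-Star substrate | Dosing: Compounds dispensed in DMSO | Schedule: 30 min enzyme-substrate-compound incubation at room temperature | Technique: Chemiluminescence readout | Control set: DMSO-only wells and no-enzyme negative control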
beta cell repl = MIN6 beta-cell proliferation induction. MIN6 cells proliferation, ATPlite luminescence, 48 h; cells starved in 0.2% serum; 100% = growth in 10% serum. proliferation, % at 10 µM. actives 0.29% (n = 330,000);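 active = compounds whose signal lies at least 3.5 SD above the mean of all wells on their plate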;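 also: 0% = DMSO-treated cells in low-serum medium and 100% = 10% serum control; some compounds called inactive have numbers as strong as hits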
An asterisk follows results filed as active. This is a random part of the collection. Share with any hit: about 4.6%.

SMILES	hIAP inh	tim10-1 inh	APOBEC3A inh	APOBEC3G inh	mIAP block	NLRP3 yeast inh	TIM10 inh	mIAP act	beta cell repl
CCc1ccccc1NC(=O)Cn1ccn(-c2ccc(OC)cc2)c(=O)c1=O	3	-14	-1	3	-1	12	-1	1	-3
Cc1cc(C)cc(NC(=S)NCCSc2ccc(Cl)cc2)c1	-2	30	-3	-6	-128	40	27	2.3*	-6
COc1ccc(OC)c(CN2CCC(N3CCC(C(=O)NC4CC4)CC3)CC2)c1	10	-18	2	-1	-1	8	-1	1	-1
O=S(=O)(c1cccc(-c2csc(N/N=C/c3ccco3)n2)c1)N1CCOCC1	-9	24	-2	-8	14	22	18	0.86	-3
COCNc1nc(OCC#N)nc(N(C)C)n1	-4	13	-2	-9	0	-7	-21	1	-2
CCCCCCCC(=O)NNC(=O)c1c(O)c2ccccc2n(CCC)c1=O	-16	-9	1	3	-6	38	-4	1.1	-1
CC(Sc1nnc(C2CC2)n1C1CC1)C(=O)c1ccc(Br)cc1 (stereo not drawn)	-21	2	-2	-11	6	20	-4	0.94	-3
COc1ccc2c(c1)[C@H]1[C@H](CO2)[C@H](c2ccccc2)[C@]2(C)C(=O)Nc3cc(F)ccc3C(=O)N12	10	17	1	-5	4	16	11	0.96	-5
Cc1cc(SCC(=O)NC(=O)NCc2ccco2)nc2c(C)cccc12	3	25	17	11	19	21	36	0.81	-4
COc1cccc(N(CC(=O)NC(C)c2ccccc2)S(C)(=O)=O)c1 (stereo not drawn)	-3	13	-1	-11	3	-12	1	0.97	-4
N#Cc1nc(-c2ccco2)oc1N1CCC(C(N)=O)CC1	4	-3	5	-4	12	7	1	0.88	-1
O=C(Nc1ccccc1)N1CCN(S(=O)(=O)c2ccccc2)CC1	-4	-6	-3	-5	-3	8	1	1	0
Cn1ncc2c(Nc3cccc(C(=O)O)c3)ncnc21	3	7	-3	-8	-1	7	10	1	0
O=S(=O)(c1ccc2ccccc2c1)N(CC(O)COCc1ccco1)c1ccccc1 (stereo not drawn)	11	30	-1	-3	14	8	29	0.86	-5
CCn1c(SCC(=O)N/N=C/C(C)=C\c2ccco2)nnc1-c1ccccc1	-8	24	5	2	1	2	6	0.99	0
Cc1cccc2cc(CN(Cc3ccco3)C(=O)Nc3cccc(C#N)c3)c(Cl)nc12	10	5	-4	-7	-6	11	15	1.1	-1
COc1ccc(OC)c(NS(=O)(=O)Cc2ccccc2)c1	11	9	3	0	6	9	-23	0.94	2
CCOc1ccc(NC(=O)CCCN2C(=S)NC(C)(C)CC2C)cc1 (stereo not drawn)	-7	14	-4	-8	6	12	7	0.94	-1
Cc1cc(C)c2nc3c(c(C(=O)O)c2c1)CCC3	2	4	6	1	2	1	13	0.98	-3
CCOc1ccc(N2CC(C(=O)Nc3cccc(C(=O)NC4CC4)c3)CC2=O)cc1 (stereo not drawn)	-5	12	12	-7	-23	20	1	1.2	-1
CN(C)S(=O)(=O)c1ccc(N2CCCC2)c(C(=O)Nc2ccccc2OC(F)F)c1	-3	23	0	-3	-5	10	-23	1.1	-2
O=C(Nc1nc(-c2ccccc2)cs1)C1CCCN(S(=O)(=O)c2cccc([N+](=O)[O-])c2)C1 (stereo not drawn)	-3	27	2	3	2	-8	22	0.98	-3
CN(CC(=O)N1CC=C(c2ccccc2)CC1)S(=O)(=O)c1cnc[nH]1	-6	13	0	10	3	1	-11	0.97	2
COc1cc(CC(=O)N2CCN(S(=O)(=O)c3ccc(C)cc3)CC2)cc(OC)c1OC	4	-14	-2	-6	-8	23	5	1.1	7
COc1cccc(NC(=O)CCCOc2cc(=O)n(C)c3ccccc23)c1	-3	-2	-1	-4	-6	3	-3	1.1	4
Cc1ccc(-n2nnnc2SCC(=O)N(CC(C)C)c2c(N)n(CC(C)C)c(=O)[nH]c2=O)cc1	3	2	3	-5	-2	-6	5	1	-4
CN(CCCC(=O)N1CCN(c2ncccn2)CC1)S(=O)(=O)c1ccc(F)cc1	-10	13	5	-2	-5	-4	7	1	-2
CN(C)S(=O)(=O)c1cccc(NC(=S)NC23CC4CC(CC(C4)C2)C3)c1	-14	6	-2	-5	-174	16	15	2.7*	0
COc1ccc(NS(=O)(=O)c2ccc(N)c(C(=O)O)c2)cc1	6	6	4	-4	-2	12	-20	1	0
O=C(Cc1csc(-c2ccc(F)cc2)n1)Nc1cccc(S(=O)(=O)NC2=NCCC2)c1	-1	-8	18	2	5	6	3	0.95	0
CO/N=C\CC(=O)Nc1ccc(Oc2ccccc2)cc1	-1	-13	0	-3	8	33	-20	0.92	-4
COc1ccc(CCNC(=O)Cc2ccc(OCc3ccccc3)c(OC)c2[N+](=O)[O-])cc1OCc1ccccc1	5	12	-1	1	8	2	6	0.92	-3
Cc1nc2c(=O)[nH]c3ccccc3c2o1	4	0	1	-2	3	21	1	0.97	4
O=C(O)CCC(=O)N1CCN(c2nc(-c3ccccc3)c3ccccc3n2)CC1	-17	-3	-3	-6	0	4	12	1	-3
CN(CC(=O)Nc1ccc(N2CCOCC2)cc1)C(=O)c1cccc(Cl)c1Cl	2	16	1	-3	6	8	-1	0.94	2
CC(C)CCNC(=O)C1CCC(CNS(=O)(=O)c2ccc(Cl)cc2)CC1 (stereo not drawn)	0	14	-3	-9	-1	4	-13	1	-1
O/N=C/c1cn(-c2ccccc2)nc1-c1cccnc1	16	15	4	-11	-4	12	7	1	7
CCOC(=O)c1nc2ccccc2c(=O)[nH]1	-16	5	5	-2	-3	11	-11	1	-3
C=CCNC(=O)c1ccc2c3n(nc2c1)-c1ccc(Cl)cc1CO3	-3	30	2	-2	4	16	23	0.96	-4
COc1cccc(OCC(=O)NNC(=O)C(=O)N2CCCC2)c1	-25	3	1	-5	14	-10	0	0.86	4
CCCC(=O)Nc1cc(C)c2c(=O)oc3ccccc3c2n1	-17	21	1	-1	-7	39	-4	1.1	-4
CCCCC(=O)NS(=O)(=O)c1ccc(N=NN2CCOCC2)cc1	17	6	-1	-6	-7	6	1	1.1	0
COc1cc(OC)cc(C(=O)NCC(=O)N2CCCCCCC2)c1	-12	-8	0	0	0	3	8	1	-3
CCC(C)NC(=O)CC(c1ccc(OC)cc1)n1cccc1 (stereo not drawn)	-11	12	4	-1	2	6	5	0.98	-3
CCOc1ccc(C2NC(=O)NC(c3ccccc3)=C2C(C)=O)cc1OC (stereo not drawn)	4	2	-6	-10	2	12	-9	0.98	0
CC(C)(C)C(=O)C[n+]1ccc(C(N)=O)cc1	4	8	-1	5	-6	7	8	1.1	-1
CC(=O)Nc1ccc(SC(C)C(=O)NC(N)=O)cc1 (stereo not drawn)	-26	4	0	-5	4	6	-5	0.96	1
COC(=O)C(c1ccccc1)N(Cc1cccc(CN(C(C(=O)OC)c2ccccc2)S(C)(=O)=O)c1)S(C)(=O)=O (stereo not drawn)	-17	25	-1	19	-12	15	10	1.1	-7
COc1ccc(CN2CCNC(=O)C2CC(=O)NC2CCCCCCC2)cc1C (stereo not drawn)	18	1	-6	-3	5	17	9	0.95	1
CC1(c2nnc(-c3ccccc3)o2)CC(c2ccc(Cl)cc2)=NO1 (stereo not drawn)	6	6	-2	-3	-5	52*	-21	1.1	0

Whole records from above. Values in the order: hIAP inh	tim10-1 inh	APOBEC3A inh	APOBEC3G inh	mIAP block	NLRP3 yeast inh	TIM10 inh	mIAP act	beta cell repl
CCC(C)NC(=O)CC(c1ccc(OC)cc1)n1cccc1 (stereo not drawn) in the list: -11	12	4	-1	2	6	5	0.98	-3
COc1ccc(CN2CCNC(=O)C2CC(=O)NC2CCCCCCC2)cc1C (stereo not drawn) in the list: 18	1	-6	-3	5	17	9	0.95	1

Further records
SMILES	hIAP inh	tim10-1 inh	APOBEC3A inh	APOBEC3G inh	mIAP block	NLRP3 yeast inh	TIM10 inh	mIAP act	beta cell repl
COc1cc(C(=O)NC(C)C2CC3CCC2C3)cc(OC)c1OC (stereo not drawn)	-16	20	0	-4	-11	13	1	1.1	0
CC(C)CN(C(=O)CCC(=O)OCC(=O)c1ccc(F)c(F)c1)c1c(N)n(CC(C)C)c(=O)[nH]c1=O	-11	9	-1	-8	6	7	10	0.94	0
COc1ccccc1-n1cnnc1SC(C)C(=O)Nc1cccc([N+](=O)[O-])c1 (stereo not drawn)	1	11	-2	-6	0	9	5	1	0
CCOC(=O)c1nnn2c1nc(SCC(C)=O)c1ccccc12	-10	22	-4	-13	22	12	18	0.78	-3
COc1ccc(OC)c(C(=O)c2ccc(C(=O)Nc3cccc4ccccc34)cc2)c1	11	11	-2	-4	6	8	-8	0.94	0
Cc1ccccc1N=C1NC(=O)/C(=C/c2cccnc2)S1	5	19	-1	-2	-3	13	2	1	5
Cn1ccnc1Sc1cc(NCCCO)c([N+](=O)[O-])c2nonc12	11	-1	-3	-8	5	-18	8	0.95	-7
Cc1ccc(NC(=O)CSc2nnc(Cc3ccccc3)c(=O)[nH]2)c(C)c1	4	5	0	-8	8	7	2	0.92	2
C1=C(c2ccccc2)N2CCN=C2S1	-13	9	-7	2	-8	8	-11	1.1	-4
O=C(NNC(=S)NC(=O)c1ccccc1[N+](=O)[O-])c1ccccc1	-14	9	-1	-6	14	29	17	0.86	-2
c1ccc(C2CNCc3c2ccc2ccccc32)cc1 (stereo not drawn)	2	32	-2	4	1	20	20	0.99	-1
Cc1nnc(NC(=O)CSc2nnc(CNC(=O)c3ccccc3)n2-c2ccccc2)s1	2	0	0	-6	-11	-4	3	1.1	-1
CCOC(=O)C1CCN(c2c(NCCN(CC)c3ccccc3)c(=O)c2=O)CC1	-10	7	1	4	-7	5	-6	1.1	0
O=C(NC(C(=O)N/N=C/c1ccccn1)c1n[nH]c(=O)c2ccccc12)c1ccccc1 (stereo not drawn)	-36	-3	2	-3	9	7	5	0.91	0
CCCCc1nnc(NC(=O)c2nc3nccc(C)n3n2)s1	2	4	13	8	2	22	3	0.98	-1
CCC(CC)C(=O)NCCc1ccc(S(N)(=O)=O)cc1	-22	8	-1	-7	-3	-12	-12	1	-2
CC1=C(C(=O)Nc2cccnc2)C(c2ccc3c(c2)OCO3)C2=C(CCCC2=O)N1 (stereo not drawn)	-4	21	-2	-5	4	1	-4	0.96	-1
Cc1sc2nc(SC3CCOC3=O)n(Cc3ccccc3)c(=O)c2c1C (stereo not drawn)	-1	35	4	-2	-5	4	34	1.1	1
O=C(Nc1ccccc1F)c1c[nH]c(=O)[nH]c1=O	4	1	0	-5	-7	5	8	1.1	1
O=C(Nc1nc(-c2ccccc2)cs1)c1ccc2c(=O)n3c(nc2c1)CCCCC3	-13	8	-3	-2	0	15	33	1	-5
CCOC(=O)C(=O)NCC(c1cccs1)S(=O)(=O)c1ccc(F)cc1 (stereo not drawn)	-2	-23	1	-3	6	-10	3	0.94	1
O=C(Cc1ccc(Cl)cc1)Nc1ccccc1C(=O)N1CCCC1	-7	-1	0	-5	0	8	-10	1	-2
CC(C)(C)C(=O)c1cnc(Nc2ccccc2)s1	-20	9	-1	18	-4	39	45*	1	-3
CCC(Sc1ccc(C(=O)O)cc1)C(=O)O (stereo not drawn)	-1	9	2	0	-1	1	6	1	-2

Quoted at random: two compounds from above
SMILES	hIAP inh	tim10-1 inh	APOBEC3A inh	APOBEC3G inh	mIAP block	NLRP3 yeast inh	TIM10 inh	mIAP act	beta cell repl
CCOc1ccc(NC(=O)CCCN2C(=S)NC(C)(C)CC2C)cc1 (stereo not drawn)	-7	14	-4	-8	6	12	7	0.94	-1
CCCCC(=O)NS(=O)(=O)c1ccc(N=NN2CCOCC2)cc1	17	6	-1	-6	-7	6	1	1.1	0
